# Assay outcomes (PubChem)
# RORa activator: activators of human nuclear receptor RORA. P35398. CHO-K1 Gal4-RORA LBD luciferase reporter, luminescence; percent increase over mock-subtracted basal signal. activation, % at 10 µM. actives 1.5% (n = 65,000). AID 560;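 active = activation above the mean of all tested compounds plus 3 SD, cut at about 49% in these data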;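 note: 0% = DMSO-treated RORA cells and 100% = added signal equal to DMSO minus mock-transfected cells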
# AP ELISA ortho: alternative pathway complement inhibition, orthogonal assay; AID 1235; inhibition, % at 5 µM; Human serum alternative complement pathway, LPS-coated ELISA, C3 deposition; tested in compound mixtures; actives 0.08% (n = 62,000);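 active = inhibition above 30% in each of the two pooled mixtures holding the compound, so the lower value exceeds 30%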;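 note: 0% = serum in Mg-EGTA without compound and 100% = EDTA serum blank; some compounds past the cut are filed as inactive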
#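 Test system: human serum alternative complement pathway, C3 deposition on LPS-coated wells; also added: Plate-bound LPS; doses: 5 µM per compound in ten-compound mixtures; schedule: 1 h at 37 °C; detection: Anti-C3 ELISA, OD 450 nm; evaluation: percent inhibition of C3 deposition onto LPS; repeats: two pool placements per compound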
# ROCK2 blocker: blocks human Rho kinase 2 activity | O75116 | purified ROCK2, Kinase-Glo ATP depletion luminescence | inhibition, % at 6 µM | actives 0.35% (n = 60,000) | AID 604;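 active = inhibition above the screen-wide mean inhibition plus 3 SD, cut at about 18% in these data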;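 note: plate controls were DMSO wells for no effect and Y-27632 control wells after no-enzyme background subtraction for full effect; many of its hits are not listed in these tables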
# Target sequence (O75116 whole entry, looked up): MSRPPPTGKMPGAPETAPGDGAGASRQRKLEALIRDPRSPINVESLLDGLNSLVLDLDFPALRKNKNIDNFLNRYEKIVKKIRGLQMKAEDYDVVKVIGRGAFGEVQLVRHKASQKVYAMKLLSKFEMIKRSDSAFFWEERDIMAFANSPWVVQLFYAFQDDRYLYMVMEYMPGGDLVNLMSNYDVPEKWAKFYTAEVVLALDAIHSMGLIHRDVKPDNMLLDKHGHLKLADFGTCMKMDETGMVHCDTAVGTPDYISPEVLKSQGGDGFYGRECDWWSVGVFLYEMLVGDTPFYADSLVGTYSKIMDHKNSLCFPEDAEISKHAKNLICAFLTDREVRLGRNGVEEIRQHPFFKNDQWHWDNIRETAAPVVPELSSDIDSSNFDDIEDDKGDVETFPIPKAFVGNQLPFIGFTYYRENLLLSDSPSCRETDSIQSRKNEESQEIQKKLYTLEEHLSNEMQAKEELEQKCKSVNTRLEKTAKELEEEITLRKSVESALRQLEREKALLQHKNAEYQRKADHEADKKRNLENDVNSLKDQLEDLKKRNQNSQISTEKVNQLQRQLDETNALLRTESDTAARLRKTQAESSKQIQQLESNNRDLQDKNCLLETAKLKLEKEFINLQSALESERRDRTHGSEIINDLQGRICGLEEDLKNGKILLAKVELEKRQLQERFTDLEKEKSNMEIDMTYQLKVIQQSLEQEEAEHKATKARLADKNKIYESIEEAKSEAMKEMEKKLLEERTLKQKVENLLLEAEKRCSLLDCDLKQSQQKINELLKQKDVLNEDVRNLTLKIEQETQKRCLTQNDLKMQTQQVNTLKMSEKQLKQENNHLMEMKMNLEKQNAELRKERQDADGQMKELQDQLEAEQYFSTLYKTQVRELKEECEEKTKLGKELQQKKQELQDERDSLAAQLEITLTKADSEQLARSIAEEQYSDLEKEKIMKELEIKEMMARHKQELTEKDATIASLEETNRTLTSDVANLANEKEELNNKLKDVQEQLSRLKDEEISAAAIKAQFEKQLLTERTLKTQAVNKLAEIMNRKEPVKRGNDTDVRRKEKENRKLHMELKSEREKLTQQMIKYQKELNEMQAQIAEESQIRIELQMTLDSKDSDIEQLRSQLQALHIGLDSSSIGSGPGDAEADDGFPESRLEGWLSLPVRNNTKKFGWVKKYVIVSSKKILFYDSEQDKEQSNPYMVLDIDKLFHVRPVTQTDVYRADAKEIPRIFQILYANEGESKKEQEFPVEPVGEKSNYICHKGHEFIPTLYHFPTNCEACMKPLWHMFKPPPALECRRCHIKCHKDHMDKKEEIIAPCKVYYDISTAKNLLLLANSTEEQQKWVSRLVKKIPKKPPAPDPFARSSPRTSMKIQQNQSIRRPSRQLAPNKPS
# CatB mix inh: inhibitors of human cathepsin B in compound mixtures. P07858. Purified cathepsin B, AMC dipeptide fluorescence. inhibition, %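 (ten-compound pools at 5 µM per compound and 50 µM total)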. actives 0.06% (n = 62,000); in the data active = inhibition above about 22%, passing the limit was not always enough; inconclusive = no clear call, values can overlap the other calls;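 note: 0% = enzyme without compound and 100% = no enzyme blank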
# PKA kinase inh: PKA (human) kinase inhibition. actives 0.1% (n = 65,000). AID 524. PKA Kemptide phosphorylation, Kinase-Glo ATP luminescence. inhibition, % at 6 µM. P17612;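 active = inhibition above the screen-wide mean inhibition plus 3 SD, cut at about 21% in these data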; note: many of its hits are not listed in these tables
# CatS inh: inhibitors of human cathepsin S; recombinant cathepsin S, AMC dipeptide fluorescence, pooled mixtures; inhibition, %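 (tested at 5 µM per compound within 10-compound mixtures)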; actives 0.06% (n = 62,000); in the data active = inhibition above about 32%, passing the limit was not always enough; inconclusive = no clear call, values can overlap the other calls;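 note: 0% = enzyme without compound and 100% = blank without enzyme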
# E coli RNAP: Escherichia coli RNA polymerase inhibition. P0A8V2. actives 0.2% (n = 62,000). AID 559. inhibition, %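 (tested at 10 µM)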. E. coli RNA polymerase, fluorescence transcription assay; in the data active = inhibition above about 20%;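 note: 0% = enzyme without compound and 100% = no enzyme blank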
# JNK3 inh: blocks human JNK3 kinase activity; actives 0.61% (n = 60,000); purified JNK3 kinase activity, HTS; P53779; AID 746; inhibition, % at 8 µM; in the data active = inhibition above about 17%;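 note: 0% = DMSO and 100% = reference inhibitor; many of its hits are not listed in these tables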
# CatB inh: inhibitors of human cathepsin B; P07858; purified cathepsin B, fluorogenic substrate, fluorescence; inhibition, %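 (tested at 10 µM)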; actives 0.1% (n = 63,000); in the data active = inhibition above about 21%;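 note: 0% = enzyme with no compound and 100% = no enzyme blank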
# An asterisk follows results filed as active; ? = inconclusive; . = not tested or not shown.
entry	Structure	RORa activator	AP ELISA ortho	ROCK2 blocker	CatB mix inh	PKA kinase inh	CatS inh	E coli RNAP	JNK3 inh	CatB inh
1	C/C(=C\C(=O)c1ccc(C)cc1)Nc1cccc(O)c1	8	31	-8	-20	-14	-34	-8	-10	-2
2	O=C(COC(=O)c1ccccc1S(=O)(=O)N1CCCCC1)NCC(F)(F)F	-23	15	1	1	1	-1	-2	3	1
3	c1ccc(-n2nnnc2Sc2n[nH]c(-c3ccncc3)n2)cc1	1	1	5	-2	4	-6	4	-1	2
4	O=C(CC(Sc1ccccc1)c1cccs1)c1ccco1 (stereo not given)	-8	24	0	5	-1	0	4	2	4
5	CCOC(=O)c1c(CN2CCCCC2C)oc2ccc(OC)cc12 (stereo not given)	3	18	3	-3	6	-12	2	1	1
6	COC(=O)CC1SCCNC1=O (stereo not given)	-8	-11	4	-10	-1	-12	-9	4	3
7	O=C(CN1CCN(c2ncc(C(F)(F)F)cc2Cl)CC1)NC(=O)NCc1ccccc1	14	15	1	-3	4	6	-2	-1	-2
8	CCn1cc(C(=O)N2CCCC2)c(=O)c2cc(S(=O)(=O)N(C)C)ccc21	-20	10	-2	8	5	16	10	0	7
9	Cc1cc(C)cc(N(C(C)C(=O)Nc2c(C)n(C)n(-c3ccccc3)c2=O)S(C)(=O)=O)c1 (stereo not given)	-1	6	2	4	2	-6	7	-7	0
10	CN(C)CCN(Cc1ccccc1)c1ccnc(N(C)C)c1C#N	-3	-4	1	3	10	14	10	5	3
11	CC(=O)c1cccc(S(=O)(=O)N(CCCO)Cc2cc3ccc(C)cc3[nH]c2=O)c1	-23	-5	-2	-1	-3	17	4	-1	1
12	CCOC(=O)c1sc2nc(C)n(CC(=O)NCC3CCCO3)c(=O)c2c1C (stereo not given)	-14	20	-5	5	-4	-3	-1	-6	2
13	C=CCCCOc1ccc(C(=O)O)cc1	-20	0	8	6	2	3	7	0	.
14	N#Cc1ccc(-c2csc(NC(=O)C3CC3)n2)cc1	37	9	6	5	8	2	2	9	-2
15	CCOC(=O)N1CCN(C(=O)CCSc2ccccc2)CC1	45	20	.	4	-2	-6	0	.	-7
16	C=CCNc1nc(NCCN2CCOCC2)nc(OC)n1	-15	8	-2	-1	-4	0	4	2	-4
17	O=C(Nc1ccccc1Cl)c1c(F)c(F)c(F)c(F)c1F	0	2	3	5	2	6	-10	-5	0
18	Cc1oc(-c2ccccc2F)nc1CS(=O)(=O)CC(=O)N1CCc2ccccc21	-17	1	5	-3	4	7	8	3	-3
19	CC(C)(C)SCCNC(=O)c1ccc(NS(C)(=O)=O)cc1	21	-17	8	-10	3	-23	5	-6	10
20	O=C(CSc1nc2ccccc2s1)Nn1cnnc1	-10	.	13	.	4	.	7	1	-3
21	Cc1cc(C)c(S(=O)(=O)N(C)Cc2cnn(C)c2)c(C)c1	-10	11	-5	23	-6	23	10	-3	4
22	CCc1ccc2[nH]c(=O)c(C(c3nnnn3CC3CCCO3)N3CCCc4ccccc43)cc2c1 (stereo not given)	-19	5	7	5	4	14	9	10	4
23	Cc1ccc(S(=O)(=O)N2CCN(C3CCN(Cc4ccccc4)CC3)CC2)cc1	-19	1	-2	0	-7	14	6	-5	3
24	Cc1nn(C/C(C#N)=N\O)c(C)[n+]1N	8	6	4	3	2	2	8	0	-2
25	CC1CCCC(C)N1C(=O)c1cc(-c2ccc(Cl)c(Cl)c2)on1 (stereo not given)	76*	1	1	3	3	10	1	3	14
26	CCCOc1ccc(C(=O)N2CCN(c3ccc(N)cc3Cl)CC2)cc1	10	10	3	-5	4	14	10	-4	3
27	COc1cc(C2c3c(-c4cc(Cl)c(C)cc4O)n[nH]c3C(=O)N2Cc2cccnc2)ccc1O (stereo not given)	-2	3	2	4	4	6	6	5	2
28	Cc1cc(-c2ccccc2)c2c3c(cn2n1)c(=O)n(C)c(=O)n3C	-6	0	8	5	7	16	10	-1	0
29	Cc1ccc(S(=O)(=O)c2ccc(Cl)cc2)cc1S(=O)(=O)N1CCOCC1	7	-6	-2	9	3	9	1	-17	10
30	C=CCOn1c(=O)c(-c2cc3ccccc3o2)[n+]([O-])c2ccccc21	44	.	-2	.	-5	.	11	-10	0
31	Cc1cccc(C)c1NC(=O)CSc1nnc(CCCCCNC(=O)OC(C)(C)C)o1	-2	16	-1	3	-11	-20	-1	0	0
32	Cc1nc2cccc(C(=O)NC3CCCCC3)c2o1	7	4	7	3	10	0	8	15	3
33	CCOC(=O)c1sc(NC(=O)CSc2nnnn2-c2ccccc2)c(C(=O)OCC)c1C	-16	-16	.	5	8	?	2	.	4
34	CCCCC(CC)C(=O)NCCc1ccc(S(N)(=O)=O)cc1 (stereo not given)	7	4	8	4	7	10	11	0	4
35	Cc1noc(NS(=O)(=O)c2ccc(NC(=O)CSc3nc4ccccc4s3)cc2)c1C	-5	6	-10	-4	-1	14	4	-2	-1
36	O=C(O)CCN(CCC(=O)O)c1nnc(SCc2ccccc2)s1	6	-3	6	6	8	15	13	1	0
37	COc1ccc(N2CCN(C(=O)c3ccc(S(=O)(=O)N4CCOCC4)cc3)CC2)cc1	-7	17	5	1	8	1	6	1	5
38	Cn1c(SCC(=O)NCc2ccco2)nnc1-c1cccs1	-11	4	3	3	1	5	0	0	-5
39	CCCCCSc1nc2c(c(=O)[nH]c(=O)n2C)n1CC	-24	24	4	-2	10	-5	5	1	3
40	CCc1ccccc1NC(=O)c1onc(C)c1Cl	-6	13	5	4	4	-17	1	-3	-7
41	C=CCN(C(=O)CCC(=O)O)C1CC(=O)N(c2ccc(OC)cc2)C1=O (stereo not given)	1	9	-9	-2	7	-10	-10	0	1
42	O=C(Nc1ccc(S(=O)(=O)NCCc2ccccc2)cc1)c1ccco1	-6	-11	6	1	9	-3	-9	4	1
43	CC1(C)CC(C#N)(N2CCOCC2)CCO1 (stereo not given)	14	2	-2	0	-4	14	6	-1	-4
44	CCOC(=O)c1csc(NC(=O)c2cc(OC)c(OC)c(OC)c2)n1	33	6	4	9	-1	18	10	0	2
45	CCOc1cc2[nH]c(=O)n(CCCN3CCCC3=O)c(=O)c2cc1OCC	-2	11	6	-2	10	2	3	-2	2
46	COC(=O)c1cc(-c2ccc(Br)cc2)on1	-21	1	-2	2	7	15	11	7	1
47	Cc1cc(C)c(NC(=O)c2ccc(S(=O)(=O)N3CCOCC3)cc2)c(C)c1	-15	25	-1	10	3	-3	1	-2	-8
48	CSc1ccc(Cl)c(C(=O)NCc2ccco2)c1	5	8	0	2	-7	8	1	4	5
49	CCOC(=O)c1ccccc1NC(=O)c1ccc(N(C)S(C)(=O)=O)cc1	-7	8	2	4	0	-4	5	3	0
50	O=c1[nH]c(CN2CCN(Cc3ccc4c(c3)OCO4)CC2)nc2sc3c(c12)CCC3	-9	24	-1	-4	2	6	4	1	1

# (listing goes on)
entry	Structure	RORa activator	AP ELISA ortho	ROCK2 blocker	CatB mix inh	PKA kinase inh	CatS inh	E coli RNAP	JNK3 inh	CatB inh
51	N#Cc1c(N)nc2c(c1-c1ccncc1)CCCC2	22	-8	-6	2	2	2	-4	10	-1
52	O/N=C1/CCSc2ccccc21	-12	12	4	2	0	-6	-1	3	-1
53	COCCNC(=O)Cn1nc(C(F)(F)F)c(Br)c1C	-2	7	1	-8	4	11	9	3	1
54	Cc1nc2ncnn2c(C)c1CCC(=O)NC(C)c1ccc2c(c1)OCCO2 (stereo not given)	-13	17	0	6	0	0	0	3	-5
55	CN1CCCCCC1=Nc1ccccc1C#N	18	2	4	0	5	10	3	4	-1
56	c1ccc2c(c1)nnn2-c1ncnc2sc3c(c12)CCCC3	-11	15	.	1	10	-4	3	.	7
57	Cc1ccc(-c2cc(C(=O)Nc3c(C)n(C)n(-c4ccccc4)c3=O)[nH]n2)c(O)c1	0	-4	6	-1	6	3	.	5	1
58	COc1ccc(CCNc2oc(COc3ccccc3F)nc2C#N)cc1	34	11	-1	4	2	-7	0	3	-6
59	CC1=NC2(CCCc3c2no[n+]3[O-])N(O)C1(C)C (stereo not given)	-10	21	-2	-2	-8	-3	-11	10	2
60	CCCn1c(N2CCN(Cc3cccc(C)c3)CC2)nc2c1c(=O)[nH]c(=O)n2C	4	12	-6	4	-9	-4	0	-15	0
61	N#CCc1ccc(NS(=O)(=O)c2ccc(N3CCCC3=O)cc2)cc1	24	10	4	5	-5	-22	7	0	-1
62	c1ccc(N=P(c2nc3ccccc3o2)(N2CCOCC2)N2CCOCC2)cc1	8	6	5	3	12	8	13	2	-3
63	CCOC(=O)c1oc2ccccc2c1NC(=O)COc1ccc(F)cc1	-10	10	3	3	3	-2	2	0	2
64	O=C(NCCO)c1ccc(Cl)c(Cl)c1	-6	14	7	2	7	-2	.	2	4
65	COc1cccc(C2CC(c3ccccc3)n3ncnc3N2)c1 (stereo not given)	.	-2	.	0	.	2	8	.	-1
66	O=c1cnnc(NCc2ccccc2)[nH]1	-10	-1	3	3	9	-2	4	-8	2
67	Cc1ccc(-n2c(=O)c3c4c(sc3n3c(C)nnc23)COC(C(C)C)C4)cc1 (stereo not given)	4	.	-3	.	-7	.	-5	-1	-1
68	COc1ccc(-c2nc(CN3CCC(C(=O)N4CCc5ccccc54)CC3)c(C)o2)cc1OC	-15	6	3	-2	-2	12	16	-3	2
69	Cc1ccnc(SCCn2c(N3CCCCC3)nc3c2c(=O)n(C)c(=O)n3C)n1	7	8	4	4	-6	6	12	5	5
70	CCOC(=O)c1ccc(NC(=O)C2CCCN(S(=O)(=O)c3cnc[nH]3)C2)cc1 (stereo not given)	0	13	6	6	9	0	2	-4	-1
71	COc1ccc(OCCn2c(NC(=O)c3ccco3)nc3ccccc32)cc1	-5	14	-5	-1	-3	-2	-9	-1	3
72	N#Cc1sc2nc(-c3ccccc3)cc(-c3ccco3)c2c1N	5	-28	9	-8	-1	-11	-3	8	2
73	CCSc1nnc(NC(=O)CC)s1	3	13	2	4	3	3	11	-1	1
74	CC(=O)c1c(C)[nH]c(C(=O)Nc2ccc(C)cn2)c1C	-73	25	0	3	2	-1	6	6	1
75	CN(CCNS(=O)(=O)c1ccc2c(c1)oc(=O)n2C)Cc1ccccc1	-2	-9	8	-1	5	1	11	10	2
76	O=C1c2[nH]nc(-c3ccccc3O)c2C(c2cccc(Cl)c2)N1Cc1ccco1 (stereo not given)	14	6	4	4	9	-8	6	1	1
77	O=C(Nc1ccccc1N1CCN(c2ccc(F)cc2)CC1)c1ccccc1	-22	9	5	4	9	11	13	0	-1
78	CCCC(C)C1C(C#N)=C(N)Oc2cc(C)oc(=O)c21 (stereo not given)	-3	4	-8	0	-2	7	2	-3	1
79	CC(=O)CC1(C)OC(N)=C(C#N)C1(C#N)C#N (stereo not given)	-24	-2	2	-2	4	0	.	0	3
80	CCCn1c(SCC(=O)Nc2sc(C)c(C)c2C(=O)OCC)nc2c1c(=O)n(C)c(=O)n2C	-1	17	-1	-2	-5	2	-3	7	-3
81	CC1CCCN(C(=O)C2CCN(CC3CC=CCC3)CC2)C1 (stereo not given)	-16	4	-3	-1	-6	2	5	-2	0
82	Cc1ccc(N(CC(=O)Nc2ccc3c(c2)OCCO3)S(=O)(=O)c2c(C)noc2C)cc1	10	15	3	-1	10	1	4	4	3
83	CC(C)(C)OC(=O)N1CCC(C(N)=O)CC1	-2	7	-1	1	2	-4	3	-8	1
84	O=C1NC2(Nc3ccccc31)C(=O)Nc1ccccc12 (stereo not given)	-4	13	4	3	16	-5	5	-4	3

# A portion of the library; count on the stated rates, not on these rows.
